GAA850 FXN act: FXN promoter activators, primary screen, cell-based, luciferase luminescence, HEK293 lucGAA850 | HEK293 lucGAA850 FXN promoter luciferase reporter, 24 h; percent of 10 µM SAHA response | activation, % at 6 µM | hit rate 0.56% among 360,000 | AID 540364, 2011;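 active = activation above the average of all compounds screened plus 3 SD, cutoff fixed separately per campaign, cut at about 7.5% in these data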;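 note: 0% = DMSO wells and 100% = 10 µM SAHA wells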
ASAP1 inh: inhibitors of human ASAP1 ArfGAP activity, primary screen, biochemical, fluorescence polarization; ASAP1-stimulated ARF1 GTP hydrolysis, GDP FP detection; Arf-GAP with SH3 domain, ANK repeat and PH domain-containing protein 1 (Homo sapiens), …; inhibition, % at 16.5 µM; hit rate 0.19% among 360,000; in the data active = inhibition above about 25%;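 note: 0% = vehicle with enzyme and substrate and 100% = no enzyme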
Target sequence (Q9ULH1 325-724 limits assumed): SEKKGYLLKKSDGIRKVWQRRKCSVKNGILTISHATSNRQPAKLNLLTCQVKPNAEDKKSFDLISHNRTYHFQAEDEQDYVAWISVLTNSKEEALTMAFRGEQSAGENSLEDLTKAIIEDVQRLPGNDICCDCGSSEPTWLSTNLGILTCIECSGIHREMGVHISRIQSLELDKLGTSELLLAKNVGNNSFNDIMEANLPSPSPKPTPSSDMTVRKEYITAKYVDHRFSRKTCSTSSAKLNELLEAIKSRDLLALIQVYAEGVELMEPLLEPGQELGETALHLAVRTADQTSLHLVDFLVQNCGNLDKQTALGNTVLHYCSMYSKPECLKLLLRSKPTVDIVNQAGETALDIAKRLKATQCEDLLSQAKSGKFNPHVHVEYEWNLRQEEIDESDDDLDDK
HGIII-sPLA2 inh: human group III sPLA2 inhibitors, primary screen, biochemical, QFRET, BODIPY PC-A2 liposome substrate; Group 3 secretory phospholipase A2 (Homo sapiens), Q9NZ20; QFRET BODIPY PC-A2 liposome hydrolysis, fluorescence; inhibition, % at 12.2 µM; hit rate 0.56% among 370,000;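 active = inhibition above mean plus 3 SD of compounds lying within the high and low control bounds, cut at about 19% in these data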;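 note: 0% = median of test compound wells and 100% = no enzyme DMSO wells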
NPR2 activator: human GC-B receptor activators, primary screen, HEK293 GC-B cells, cGMP TR-FRET, EC30 CNP. Atrial natriuretic peptide receptor 2 (Homo sapiens), P20594. 0% at EC30 CNP, 100% saturating CNP. activation, % at 10 µM. hit rate 0.11% among 370,000;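 active = activation at 10 µM reaching about 35% in either raw or pattern-adjusted values, limit read from the data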
NPR1 activator: GC-A stimulated cGMP production enhancers – HEK293 GC-A cells, cGMP TR-FRET, EC30 ANP, primary screen; Atrial natriuretic peptide receptor 1 (Homo sapiens), P16066; 0% at EC30 ANP, 100% saturating ANP; activation, % at 10 µM; hit rate 0.14% among 370,000; AID 1671463, 2021; in the data active = activation above about 40%
ADAM10 inh: human ADAM10 inhibitors, primary screen, biochemical, QFRET, HTS. Disintegrin and metalloproteinase domain-containing protein 10 (Homo sapiens), O14672. recombinant ADAM10, EDANS/DABCYL FRET peptide cleavage, 3 h. inhibition, % at 7 µM. hit rate 0.62% among 370,000;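 active = inhibition above a per-campaign cutoff equal to the mean of compounds falling between control-based bounds plus 3 SD, cut at about 20% in these data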;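 note: 0% = DMSO wells while the 100% control is not disclosed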
rCAG binder: binders of r(CAG) RNA repeats, primary screen, biochemical, fluorescence; hit rate 1.3% among 370,000; r(CAG) RNA repeat, TO-PRO-1 dye displacement fluorescence; inhibition, % at 3 µM;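 active = inhibition above the plate cutoff, the mean of all test compounds on that plate plus 3 SD, cut at about 35% in these data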;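 note: 0% = DMSO alone and 100% = 100 µM mitoxantrone as full dye displacement; higher means more dye released from RNA so lower well fluorescence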
KLK7 zymogen act: proKLK7 zymogen activators, primary screen, biochemical, fluorescence intensity | purified proKLK7, EDANS-DABCYL substrate fluorescence; 100% is mature enzyme control, 0% vehicle | activation, % at 7 µM | hit rate 0.9% among 370,000 | AID 652039, 2013;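 active = activation above the mean of all tested compounds plus 3 SD, computed per campaign excluding outliers beyond control limits, cut at about 13% in these data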
Target sequence (P49862 whole entry, looked up): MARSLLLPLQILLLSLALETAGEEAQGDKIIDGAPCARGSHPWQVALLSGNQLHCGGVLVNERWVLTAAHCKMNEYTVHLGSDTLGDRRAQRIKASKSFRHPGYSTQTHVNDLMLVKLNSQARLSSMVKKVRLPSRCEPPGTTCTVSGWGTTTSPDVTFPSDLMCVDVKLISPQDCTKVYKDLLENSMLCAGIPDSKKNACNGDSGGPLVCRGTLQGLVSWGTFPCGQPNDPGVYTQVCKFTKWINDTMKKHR
Tn6 DDE FP: inhibitors of Tn6 peptide binding to fibrin DD(E), primary screen, biochemical, fluorescence polarization, human fibrin, Tn6 probe | Fibrin DD(E) TRITC-Tn6 fluorescence polarization displacement | Fibrinogen beta chain (Homo sapiens), P02675 | inhibition, % at 8.3 µM | hit rate 0.21% among 370,000;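 active = inhibition above a per-campaign cutoff: mean of compounds within control limits plus 3 SD, cut at about 15% in these data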;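 note: 0% = median of all compound wells on the plate and 100% = blocking peptide control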
ARFGAP1 inhibitor: inhibitors of rat ARFGAP1 GAP activity, primary screen, biochemical, fluorescence polarization, GDP tracer; AID 651572, 2012; Arfgap1-stimulated ARF1 GTP hydrolysis, GDP FP detection; hit rate 0.26% among 360,000; ADP-ribosylation factor GTPase-activating protein 1 (Rattus norvegicus), Q62848; inhibition, % at 16.5 µM;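 active = inhibition above a per-plate limit, mean inhibition of low control wells plus 3 SD, cut at about 25% in these data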;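 note: 0% = DMSO wells with enzyme and 100% = wells lacking Arfgap1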
Target sequence (Q62848 1-136 limits assumed): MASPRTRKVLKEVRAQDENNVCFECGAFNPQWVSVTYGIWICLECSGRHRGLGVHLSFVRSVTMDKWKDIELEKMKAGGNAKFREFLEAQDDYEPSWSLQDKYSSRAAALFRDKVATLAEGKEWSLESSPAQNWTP
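System: truncated rat Arfgap1 GAP domain / Medium: HEPES-based buffer, pH 7.5 / Also added: N-terminally truncated human ARF1-GTP substrate / Incubation: enzyme reaction 120 min at 25 °C after 20 min preincubation / Measured by: FP of antibody-bound GDP Alexa 633 tracer, ex 620/em 688 nm / Replicates: singlicate, each compound tested once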
An asterisk follows results filed as active; i = inactive; . = no result given; & = joins results of further samples. This is a subset, so the mix of outcomes need not match the whole.

SMILES	ARFGAP1 inhibitor	ASAP1 inh	NPR2 activator	HGIII-sPLA2 inh	ADAM10 inh	rCAG binder	GAA850 FXN act	KLK7 zymogen act	Tn6 DDE FP	NPR1 activator
Cc1cccc(N2C(=O)NC(=O)/C(=C\c3ccc(N4CCOCC4)cc3)C2=O)c1	2	11	4	-3	0	6	-0.1	-0.8	0	6
COc1ccccc1-n1c(-c2ccccc2F)nc2ccccc2c1=O	5	2	-16	5	-7	-4	-0.3	0.4	0	-24
Cc1nc2ccc(N3CCN(C)CC3)cc2nc1C	-5	-12	8	8	-48	1	2.3	84*	-7	-4
COc1cc(C2c3cc4c(cc3CC3COC(=O)C32)OCO4)cc(OC)c1OC (configuration not stated)	-5	-5	-25	0	-12	-2	-4.9	0.7	2	-13
CCC(=NCCc1ccccc1)c1c(O)n(C)c(=O)n(C)c1=O	8	3	13	12	1	-7	3.0	0.6	3	12
CCC1(C)CN(S(=O)(=O)OCC(Cl)(Cl)Cl)C(=O)N1 (configuration not stated)	7	-3	2	2	0	-3	0.3	0.8	0	1
Cn1c(=O)oc(=O)c2ccccc21	-4	-11	3	-4	i	1	2.9	5.7	13	2
COc1cccc(-c2nn(Cc3ccccc3)cc2C(=O)O)c1	10	-10	0	0	2	1	-0.4	0.5	-2	3
Cc1cc(NC(=O)COC(=O)c2c(C)nn(Cc3ccccc3Cl)c2Cl)no1	-3	12	6	3	-7	-3	-0.3	-0.1	5	2
O=P(OCCCl)(OCCCl)OCCCl	6	-9	0	0	-28	1	.	0.2	0	4
N#Cc1ccc(NC(=O)CN2CCCC2)cc1Cl	19	8	0	8	-5	0	-1.3	-0.6	-8	3
N#CC12c3ccccc3C(=O)N1Cc1cnnn1-c1ccccc12 (configuration not stated)	-1	3	0	10	-3	0	.	-0.6	7	5
O=C(COc1ccc(Br)cc1)N1CCN(Cc2ccncc2)CC1	6	18	-1	14	5	-2	2.1	-0.2	-3	-1
COc1ccccc1CN1CCN(Cc2ccc(Cl)cc2)CC1	-2	-7	6	-5	-1	-8	1.4	0.1	-1	-1
CCOc1ccc(-n2c(O)c(C=Nc3ccc(N4CCOCC4)cc3)c(=O)[nH]c2=O)cc1	-6	-1	-5	2	-7	4	-0.7	-0.2	-1	-8
COc1ccc2cc(C(=O)C3CCCN(C4CCOCC4)C3)ccc2c1 (configuration not stated)	7	13	-2	-2	i	-8	0.6	139*	1	2
COc1ccc(C(=O)O/N=C(/C(N)=O)P(=O)(OC(C)C)OC(C)C)cc1	-6	-1	4	-1	0	-6	-0.4	-0.2	-4	10
O=C(O)c1ccccc1NC(=O)N1C[C@H]2C[C@@H](C1)c1cccc(=O)n1C2	0	11	-5	-1	-50	1	-1.6	1.1	0	2
C[C@]12CCC3C(C(=O)C[C@H]4C[C@@H](O)CC[C@]34C)C1CCC2=O (some centres not stated)	1	5	3	13	-15	0	1.1	0.3	-10	4
COc1ccc(CC(=O)N2CCN(C)CC2)cc1OC	-6	10	4	0	7	1	-3.9	-0.1	1	1
CN(C)c1ccc(C=C2C(=O)NC(=S)NC2=O)cc1	-15	-2	-5	5	-6	-1	1.8	0.8	-5	9
CN1CCc2nc3ccc(F)cc3c(C(N)=O)c2C1	3	-5	5	11	1	4	1.5	-0.4	-4	-2
O=P(NC(c1ccccc1)c1ccccc1)(Oc1ccccc1)Oc1ccccc1	0	-17	-12	5	-4	-3	2.5	-0.2	3	-17
O=C(O)C1(c2ccc(Cl)cc2)CCC1	0	13	3	-5	2	3	1.0	-0.3	-10	-1
O=c1c2ccccc2nc(N2CCCC2)n1-c1ccc(Cl)cc1	2	3	0	-1	-371	-2	2.6	2.0	7	-10
O=C(C1CC(=O)N(c2ccc(F)c(Cl)c2)C1)N1CCC2(CC1)OCCO2 (configuration not stated)	2	-7	5	4	1	-5	0.6	0.0	-2	6
CC(=O)NC(Cc1ccc(N(CCCl)CCCl)cc1)C(=O)O (configuration not stated)	12	-7	0	4	-4	-2	2.7	-0.2	1	0
Fc1ccccc1N1CCN(Cc2c(F)cccc2F)CC1	2	9	5	13	-1	-5	1.3	0.1	-10	3
O=C1CCN(C(=O)CCCn2c(=O)oc3ccccc32)CC1	2	10	1	-3	2	0	-0.1	-0.1	-1	-3
CN(C)CCOC(=O)c1cn(Cc2ccccc2)c2ccccc12	-11	-7	-9	-15	5	-6	-2.1	0.5	1	-2
O=C(Cc1ccccc1)N1CCN(Cc2ccccn2)CC1	9	0	0	0	4	-1	0.9	0.4	-1	-2
COC(=O)C1=C(c2cccc(OC)c2OC)C[C@@H]2CC[C@H]1N2C	6	-10	-1	5	-8	-4	-0.4	0.3	0	-3
c1ccc2c(c1)-c1cccc3cccc-2c13	10	-3	-6	-1	-85	3	-1.6	-28	2	0
C[C@]12CCC3C(CC[C@@H]4C[C@@H](O)CC[C@]34C)C1CC[C@@H]2O (some centres not stated)	-3	4	3	-11	5	-1	0.5	0.3	0	3
CCC(COC(=O)c1cc(OC)c(OC)c(OC)c1)(c1ccccc1)N(C)C (configuration not stated)	-11&-1	-10&17	-7&0	-2&-3	-5&-9	-3&-2	-1.1&2.3	0.1&0.2	4&6	0&2
O=[N+]([O-])c1ccc(OP(=O)(O)Oc2ccc([N+](=O)[O-])cc2)cc1	-1	-4	2	1	-10	2	1.3	0.3	2	4
CC1(C)C(C(=O)NN2C(=O)c3ccccc3C2=O)C1(C)C	-1	-1	-5	-3	4	2	0.1	-0.1	-1	2
O=C1NCN(c2ccccc2)C12CCN(C(c1cc3ccccc3o1)c1nnnn1Cc1ccccc1)CC2 (configuration not stated)	-1	2	-2	-10	-2	12	.	0.1	4	-6
O=c1c2ccccc2[nH]c(=S)n1-c1cccc(C(F)(F)F)c1	0	13	0	10	3	6	-0.9	-0.9	5	-2
O=[N+]([O-])[N-][n+]1cnn(Cc2ccccc2)c1	5	-3	-1	0	-3	-8	2.4	-0.3	4	-2
O=C(Nc1cccc(C(F)(F)F)c1)OC1CN2CCC1CC2 (configuration not stated)	1	-13	-2	-10	-4	0	3.0	0.1	-1	1
O=C1C2CCCN2C(c2ccccc2)N1c1ccccn1 (configuration not stated)	-1	-3	3	4	6	0	-2.7	0.9	-2	-3
CC(CC(C)(C)N1CC1)=NNC(=O)Nc1cccc2ccccc12	-5	-7	3	2	-158	5	0.3	-3.1	5	1
COc1ccc(-[n+]2c(-c3ccccc3)cc(-c3ccc(C)cc3)cc2-c2ccccc2)cc1	0	-4	-5	8	-5	11	-9.7	2.5	-6	-19
O=C1C=C2C=C[C@H]3C[C@]2(O1)[C@@H]1CCCCN13	-16	-15	-1	2	-4	1	3.1	0.0	3	0
O=C1Nc2ccccc2/C1=C/c1nc2ccccc2c(=O)n1-c1ccc(O)cc1	-4	-5	-13	-26	3	4	1.4	-0.1	-7	-36
O=c1c2ccccc2nc(Cc2ccccc2)n1-c1ccccc1O	-4	12	-6	-1	-3	5	0.1	0.4	0	-8
COP(=O)(OC)C1(O)C(=O)Nc2ccc(Br)cc21 (configuration not stated)	-2	0	-5	-37	-27	1	-1.4	1.1	-7	-5
CN=C1CN(O)C(c2ccccc2)c2cc(Cl)ccc2N1 (configuration not stated)	-2	25	-5	1	-11	2	0.9	0.3	7	-9
O=S(=O)(c1ccccc1)N1CC1c1ccccc1 (configuration not stated)	-3	-9	4	-20	11	1	3.9	-0.9	-2	1

Additional results
SMILES	ARFGAP1 inhibitor	ASAP1 inh	NPR2 activator	HGIII-sPLA2 inh	ADAM10 inh	rCAG binder	GAA850 FXN act	KLK7 zymogen act	Tn6 DDE FP	NPR1 activator
O=C1NC(=S)N(c2ccc(Cl)cc2)C(=O)/C1=C/N1CCN(C(=O)c2ccco2)CC1	0	7	1	0	8	12	-1.6	-0.2	-2	-1
COc1cccc(C2C([N+](=O)[O-])=C(N)Oc3c2c(=O)oc2ccccc32)c1 (configuration not stated)	2	2	-2	-8	5	26	0.2	0.6	-3	-2
O=C(c1cccs1)N1C2CCC1CC(O)(c1cccnc1)C2 (configuration not stated)	-6	15	0	-6	5	1	1.2	0.1	-1	-1
CCN(CC)c1ccc(N=Cc2c(O)n(-c3cc(OC)ccc3OC)c(=O)[nH]c2=O)cc1	2	6	-11	-14	6	17	-2.3	0.6	0	0
Cc1sc2ncnc(N3CCC(C(=O)Nc4ccc(C#N)c(Cl)c4)CC3)c2c1C	6	5	0	-2	-21	6	-0.7	1.2	-3	1
Cc1cccc(-c2nc3ccccc3c(=O)n2-n2cccc2)c1	-3	2	-4	-2	-5	-3	-3.3	-0.3	1	-5
CNc1ccc2oc(C[C@H]3O[C@@]4(CC[C@H]3C)O[C@H]([C@H](C)C(=O)c3ccc[nH]3)[C@H](C)C[C@H]4C)nc2c1C(=O)O	10	-5	-12	-26	-12	79*	-3.2	3.4	-2	-27
O=C(N/N=C1/CN2CCC1CC2)c1cccc(O)c1	1	4	6	-7	-2	3	-2.5	-0.1	5	3

5 entries picked at random from those above:
SMILES	ARFGAP1 inhibitor	ASAP1 inh	NPR2 activator	HGIII-sPLA2 inh	ADAM10 inh	rCAG binder	GAA850 FXN act	KLK7 zymogen act	Tn6 DDE FP	NPR1 activator
CCN(CC)c1ccc(N=Cc2c(O)n(-c3cc(OC)ccc3OC)c(=O)[nH]c2=O)cc1	2	6	-11	-14	6	17	-2.3	0.6	0	0
CNc1ccc2oc(C[C@H]3O[C@@]4(CC[C@H]3C)O[C@H]([C@H](C)C(=O)c3ccc[nH]3)[C@H](C)C[C@H]4C)nc2c1C(=O)O	10	-5	-12	-26	-12	79*	-3.2	3.4	-2	-27
COc1cccc(C2C([N+](=O)[O-])=C(N)Oc3c2c(=O)oc2ccccc32)c1 (configuration not stated)	2	2	-2	-8	5	26	0.2	0.6	-3	-2
Cc1cccc(-c2nc3ccccc3c(=O)n2-n2cccc2)c1	-3	2	-4	-2	-5	-3	-3.3	-0.3	1	-5
O=C1NC(=S)N(c2ccc(Cl)cc2)C(=O)/C1=C/N1CCN(C(=O)c2ccco2)CC1	0	7	1	0	8	12	-1.6	-0.2	-2	-1
